Sm TGR inh: blocks Schistosoma mansoni thioredoxin glutathione reductase; Q962Y6; purified TGR, DTNB reduction, TNB absorbance 405 nm; Potency, µM (top dose mostly 114 µM), for inactives: top-dose activity change, negative = inhibition, hits mostly inhibitors; hit rate 3% among 360,000; AID 485364; note: potency is the fitted concentration of half-maximal effect; nearly all actives have a fitted effect of over 60% in size
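First, TGR (20 nM dispensed) and NADPH were mixed with compound. Second, a 15 min room-temperature incubation followed. Third, further NADPH and then DTNB were added to start the reaction. Finally, TNB absorbance was monitored kinetically.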
AmpC inh no detg: AmpC beta-lactamase inhibition without detergent; AmpC nitrocefin hydrolysis, absorbance 480 nm, 0.0001% Triton; Potency, µM (highest dose often 57.1 µM), without a hit: top-dose activity change, negative = inhibition, usual class: inhibitors; hit rate 0.52% among 330,000; P00811;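 note: potency is the fitted concentration of half-maximal effect; plate controls were no compound for no effect and no enzyme for full effect; nearly all actives have a fitted effect of over 20% in size; some results filed as inactive show a strong effect at the top dose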
Target sequence (P00811 whole entry, looked up): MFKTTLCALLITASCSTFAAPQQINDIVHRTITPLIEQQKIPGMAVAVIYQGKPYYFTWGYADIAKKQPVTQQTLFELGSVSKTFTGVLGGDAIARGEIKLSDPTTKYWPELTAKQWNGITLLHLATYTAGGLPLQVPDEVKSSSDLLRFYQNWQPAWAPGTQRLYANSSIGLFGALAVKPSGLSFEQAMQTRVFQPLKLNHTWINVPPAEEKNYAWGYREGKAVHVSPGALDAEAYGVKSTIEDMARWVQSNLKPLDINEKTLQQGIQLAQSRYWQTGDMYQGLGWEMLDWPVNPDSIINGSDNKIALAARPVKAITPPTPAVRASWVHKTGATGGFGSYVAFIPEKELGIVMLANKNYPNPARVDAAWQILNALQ
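AmpC (5.3 nM in the dispensed reagent) in 20 mM phosphate pH 7.0 with 0.01% (detergent screen) or 0.0001% Triton X-100 was preincubated with compounds for 15 min at room temperature. Nitrocefin was then added from an 800 uM solution, and hydrolysis was followed at 480 nm.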
AmpC detergent: AmpC beta-lactamase inhibition with detergent present | P00811 | AmpC hydrolysis of nitrocefin, absorbance 480 nm, 0.01% Triton | Potency, µM (top dose mostly 114 µM), for inactives: at the top dose activity change, negative = inhibition, actives largely listed as inhibitors | hit rate 0.041% among 370,000 | AID 485294;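 note: potency is the fitted concentration of half-maximal effect; 0% = no-compound wells and -100% = no-enzyme wells; nearly all actives have a fitted effect of over 25% in size; some results filed as inactive show a strong effect at the top dose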
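AmpC (5.3 nM in the dispensed reagent) in 20 mM phosphate pH 7.0 with 0.01% (detergent screen) or 0.0001% Triton X-100 was preincubated with compounds for 15 min at room temperature. Nitrocefin was then added from an 800 uM solution, and hydrolysis was followed at 480 nm.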
HCMV antiviral: blocks human cytomegalovirus replication; HFF cells, HCMV-luciferase reporter, 72 h; hits give low values; activity change, negative = inhibition, % at 57.5 µM; hit rate 4.5% among 410,000; in the data active = activity change below about -60%; inconclusive = no clear call, values can overlap the other calls; inactive = above about -39%
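Two-dose cell screen: HFF monolayers treated with compounds and infected with luciferase-expressing HCMV at 1 PFU/cell, 72 h at 37C, then lysed for luciferase measurement.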
FBPA Giardia inh: inhibitors of Giardia lamblia fructose-1,6-bisphosphate aldolase; A8B2U2; purified Giardia FBPA; Potency, µM (titrated, usually from 59.6 µM), inactives show top-dose activity, negative = inhibition, most hits filed as inhibitors; hit rate 0.71% among 290,000; AID 2451; note: potency is the fitted concentration of half-maximal effect; nearly all actives have a fitted effect of over 55% in size
Target sequence (A8B2U2 whole entry, looked up): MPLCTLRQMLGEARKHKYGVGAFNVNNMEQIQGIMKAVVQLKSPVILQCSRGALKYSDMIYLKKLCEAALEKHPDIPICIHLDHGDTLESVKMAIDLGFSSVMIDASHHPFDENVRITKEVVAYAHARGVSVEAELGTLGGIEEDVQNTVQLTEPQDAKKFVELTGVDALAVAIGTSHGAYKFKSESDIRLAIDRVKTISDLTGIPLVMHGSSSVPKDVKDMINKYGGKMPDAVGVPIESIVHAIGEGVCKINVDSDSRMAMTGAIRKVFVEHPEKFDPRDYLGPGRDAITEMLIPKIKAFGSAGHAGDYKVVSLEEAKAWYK
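40 nM FBPA preincubated 10 min at RT with compound (up to 57.5 uM final), then substrate plus GAPDH/TPI/NAD/arsenate coupling and diaphorase/resazurin added. Fluorescence read after 20 min at RT, 525/598 nm.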
AMA1-RON2 inh: AMA1-RON2 (P. falciparum) interaction inhibition; AlphaScreen AMA1-biotinylated RON2 peptide binding; hit rate 0.2% among 360,000; AID 720542; Potency, µM (highest dose often 58.2 µM), inactives show at the top dose activity change, negative = inhibition, hits mostly inhibitors;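 note: potency is the fitted concentration of half-maximal effect; 0% = vehicle wells and -100% = peptide control; nearly all actives have a fitted effect of over 45% in size; some results filed as inactive show a strong effect at the top dose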
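AMA1 (3D7) with his tag at 25 nM final met compounds first, then biotinylated RON2 peptide at 25 nM; detection used donor plus acceptor beads, 10 µg/mL apiece, read by AlphaScreen after 30 min at room temperature.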
An asterisk follows results filed as active; ? = inconclusive; . = no result given; [ ] = dose if it differs, or a comment. Unless noted, calls come from the whole dose curve; as a rule, active = well fitted curve in the direction sought with a large enough effect; inconclusive = small, poorly fitted or top-dose-only effect, or another doubt; inactive = no such curve, though single readings can be large; an effect the other way counts as inactive or inconclusive. Unless noted, % is set by controls: 0 for no effect and ±100 for the full control effect.

canonical_smiles	AMA1-RON2 inh	AmpC inh no detg	FBPA Giardia inh	Sm TGR inh	HCMV antiviral	AmpC detergent
CC(C)CCn1c(SCC#N)nc2c(sc3ccccc32)c1=O	3%	-39%	5%	-16%	3	-2%
O=C(O)CN1C(=O)/C(=C\c2cccc(OCc3ccc(Cl)cc3Cl)c2)SC1=S	-7%	-38%	13%	-25%	64	-7%
COc1ccc(C2CC(=O)Nc3c2c(=O)[nH]c2nc4ccccc4n32)cc1OC (stereo unspecified)	.	.	.	4%	-23	-2%
CN(C)c1oc(-c2cccs2)nc1C#N	2%	0%	-3%	28%	1	1%
CCC1=[N+](C)CCn2c(C)ccc21	-2%	-17%	3%	6%	11	?
O=C(Nc1cc(C(F)(F)F)ccc1Cl)c1ccc(NC(=O)C(F)(F)F)cc1	1%	-41%	0%	-1%	-29	-16%
Cc1cccc(NC(=O)CSCC(=O)Nc2ccccc2N2CCCC2)c1	1%	-9%	.	-4%	-35	?
COc1cccc(NC(=O)c2nc(S(C)(=O)=O)ncc2Cl)c1	5%	0%	11%	10µM*	-103*	-12%
C=CCn1c(SCC(=O)Nc2ccccc2)nc2scc(-c3cccs3)c2c1=O	-8%	-38%	5%	-26%	-17	-6%
CCc1ccc(NC(=O)CSc2nnc(Cc3cccn3C)n2-c2ccc(OC)cc2)cc1	-11%	31%	1%	13%	13	-11%
CC1CCN(Cc2c(O)ccc3c2O/C(=C\c2ccco2)C3=O)CC1	?	25%	?	1µM*	.	2%
Cc1cc(C)cc(NC(=O)Cn2cc(C=O)c3ccccc32)c1	1%	-19%	1%	0%	9	2%
COc1ccc(C(=O)COC(=O)c2cc(S(=O)(=O)NCc3ccccc3)ccc2O)cc1	24%	-35%	1%	-3%	?	1%
COCCN(C(=O)COC(=O)c1ccc(Cl)nc1)c1c(N)n(Cc2ccccc2)c(=O)[nH]c1=O	12%	-8%	.	1%	-27	?
O=C(O)CSc1nc(-c2ccc(Cl)cc2)nc2c1oc1ccccc12	-17%	-38%	13%	-13%	2	-10%
Cc1c(C(=O)N(C)C)sc2c1c(=O)n(-c1ccc(Cl)c(Cl)c1)c(=O)n2CC(=O)N1CCCCC1C (stereo unspecified)	.	.	.	-1%	95	2%
Cc1ccc(NC(=O)c2cc3c(=O)oc4ccc(C)cc4c3s2)nc1	.	-8%	8%	8%	.	4%
Cn1c(CCC(=O)OCC(=O)NCc2ccc3c(c2)OCO3)nc(=O)c2ccccc21	-4%	-6%	0%	-3%	-36	-5%
CCC(CC)C(=O)Nc1cccc(C(=O)Nc2ccc3c(c2)OCO3)c1	20%	-42%	-3%	-4%	-38	-2%
CCc1ccc(NC(=O)CN2C(=O)C3CCCN3c3ccc(S(=O)(=O)N(CC)CC)cc32)cc1 (stereo unspecified)	.	.	.	-35%	7	-1%
CCCS(=O)(=O)C(=C(Nc1ccccc1)Nc1ccccc1)S(=O)(=O)CCC	-6%	7%	1%	1%	47	-13%
CCOC(=O)c1cccc(NC(=O)Cc2ccc(NC(=O)N3CCCCc4ccccc43)cc2)c1	.	.	.	2%	?	10%
CCN(CC)CC(=O)NN(Cc1ccccc1)c1ccccc1	12%	1%	?	10%	-24	2%
CCCC(=O)N(c1ccc(OCC)cc1)C1C=CS(=O)(=O)C1 (stereo unspecified)	0%	-2%	1%	2%	-22	?
CC(=O)c1ccc(-c2ccccc2OC(F)(F)F)o1	-2%	-1%	25%	-36%	-6	-4%
CC(C)Cc1nnc(NC(=O)c2ccncc2)s1	-2%	16%	2%	4%	-29	?
CCc1nccn1CCC(=O)N1CCCC(N2CCN(c3ccccc3C)CC2)C1 (stereo unspecified)	-16%	65%[activator]	-13%	0%	-87*	4%
CCc1cccc(C)c1NS(=O)(=O)c1ccc(-c2cc(C)no2)s1	.	.	.	-1%	?	3%
O=c1c(N2CCN(c3cccc(C(F)(F)F)c3)CC2)csc2ccc(Cl)cc12	.	.	.	-3%	11	8%
OC(COc1ccc2c(c1)OCO2)CN1CCc2ccccc2C1 (stereo unspecified)	-6%	-12%	-13%	12%	-1	-8%
CCOC(=O)COn1c(=O)c(-c2ccc(C)cc2)[n+]([O-])c2ccccc21	11%	3%	-4%	3%	78	1%
COc1ccc(-c2ccnc(-c3ccc(O)cc3)n2)cc1	0%	-29%	1%	6%	-3	16%
Cc1nn(C)c(C(=O)NC(=S)Nc2ccccc2Br)c1Cl	75%[activator]	-2%	.	-6%	42	1%
CCN(CC)C(=O)c1sc(NC(=O)C(C)Sc2nc(-c3ccccc3)cc(C(F)(F)F)n2)c(C(=O)OC)c1C (stereo unspecified)	.	.	.	9%	?	3%
COc1ccc(-c2nc3c(s2)CN(S(C)(=O)=O)CC3)cc1OC	6%	1%	5%	9%	12	4%
COc1ccccc1N1CCN(C(=O)c2cc3c(=O)n(Cc4cccnc4)ccc3nc2C)CC1	.	.	.	3%	10	-5%
CCn1c(P(C)(=O)O)nc2cc(NC(=O)c3ccccc3Cl)ccc21	-4%	-6%	-17%	-11%	-15	1%
Cc1ccccc1NC(=O)/C(=C/c1cccs1)NC(=O)c1ccco1	-8%	-9%	2%	9%	-11	1%
O=C(CCn1cccn1)Nc1ccc2c(c1)OCCO2	0%	-18%	.	16%	?	0%
O=C(c1ccc([N+](=O)[O-])cc1)N1CCCC1	-1%	-14%	0%	-1%	0	4%
CCN(C(=O)COC(=O)c1ccc([N+](=O)[O-])o1)c1cccc2ccccc12	-8%	14%	.	.	32	.
CCOc1ccc(N2CC(NC(=O)Cc3ccccc3)CC2=O)cc1 (stereo unspecified)	.	.	.	1%	11	3%
CC(=O)N1CCN(C(=O)c2cccc(S(=O)(=O)N3CCN(c4ccccc4)CC3)c2)CC1	-8%	34%	.	-1%	-37	-2%
C=CC(C)Sc1nc2c(c(=O)n(C)c(=O)n2C)n1Cc1ccccc1Cl (stereo unspecified)	7%	-13%	-25%	-9%	-19	?
NS(=O)(=O)c1ccc(CCNC(=O)CN2CCN(S(=O)(=O)c3ccccc3F)CC2)cc1	-3%	-10%	.	.	-4	.
CCOC(=O)N1CCN(C(=O)CN(c2cccc(C)c2)S(=O)(=O)c2ccc(C)cc2)CC1	-12%	112%[activator]	3%	8%	-18	3%
O=C(c1ccc2snnc2c1)N1CCSCC1	4%	-18%	4%	0%	-11	-12%
COc1ccc(C(C)(C)C)cc1S(=O)(=O)N1CCN(C)CC1	1%	1%	2%	-20%	?	?
O=C(Nc1ccc2oc(=O)ccc2c1)c1ccc2ccccc2c1	-10%	-25%	-11%	18%	11	-1%
COc1ccc(/C=C(\NC(=O)c2ccccc2)C(=O)OC[C@@H]2CCC[N+]3(C)CCCCC23)cc1OC (stereo partly specified)	0%	-22%	1%	-3%	-19	?
COC(=O)C1=C(c2ccc(F)cc2F)C[C@@H]2CC[C@H]1N2C(=O)N1CCOCC1	8%	16%	.	-8%	9	-5%
Cc1ccc(C)c2[nH]c(=O)c(CCNC(=O)CC(C)C)cc12	0%	0%	-2%	1%	-16	?
CC1CC(C)CN(C(=O)CSC2=Nc3ccccc3C3=NC(Cc4c[nH]c5ccccc45)C(=O)N23)C1 (stereo unspecified)	-6%	13%	0%	-25%	.	-15%
Cc1ccccc1N1CC(C(=O)N2CC(C)CC(C)C2)CC1=O (stereo unspecified)	2%	0%	.	5%	-5	-1%
COc1cccc(OC)c1C(=O)NC(C)c1ccccc1 (stereo unspecified)	-7%	-23%	5%	3%	22	-2%
COCC(=O)Nc1nnc(-c2cccs2)s1	-3%	-17%	-1%	-17%	31	0%
O=C(OCC(=O)N1CCCC1=O)C1CCN(S(=O)(=O)c2c(Cl)cccc2Cl)CC1	-18%	93%[activator]	.	-4%	?	-6%
O=C(CSc1nnc(-c2ccc(O)cc2)o1)Nc1ccc2c(c1)OCCO2	-20%	-33%	-1%	1%	136	2%
C(=N\Nc1ncnc2sc3c(c12)CCC3)/c1cccs1	.	-3%	2%	9%	-102*	3%
CC(NC(=O)COC(=O)Cc1ccsc1)c1ccccc1 (stereo unspecified)	4%	-17%	3%	-1%	-31	-8%

Structures above that contain fluorine:
canonical_smiles	AMA1-RON2 inh	AmpC inh no detg	FBPA Giardia inh	Sm TGR inh	HCMV antiviral	AmpC detergent
O=C(Nc1cc(C(F)(F)F)ccc1Cl)c1ccc(NC(=O)C(F)(F)F)cc1	1%	-41%	0%	-1%	-29	-16%
CC(=O)c1ccc(-c2ccccc2OC(F)(F)F)o1	-2%	-1%	25%	-36%	-6	-4%
O=c1c(N2CCN(c3cccc(C(F)(F)F)c3)CC2)csc2ccc(Cl)cc12	.	.	.	-3%	11	8%
CCN(CC)C(=O)c1sc(NC(=O)C(C)Sc2nc(-c3ccccc3)cc(C(F)(F)F)n2)c(C(=O)OC)c1C (stereo unspecified)	.	.	.	9%	?	3%
NS(=O)(=O)c1ccc(CCNC(=O)CN2CCN(S(=O)(=O)c3ccccc3F)CC2)cc1	-3%	-10%	.	.	-4	.
COC(=O)C1=C(c2ccc(F)cc2F)C[C@@H]2CC[C@H]1N2C(=O)N1CCOCC1	8%	16%	.	-8%	9	-5%

Going on with the list.
canonical_smiles	AMA1-RON2 inh	AmpC inh no detg	FBPA Giardia inh	Sm TGR inh	HCMV antiviral	AmpC detergent
COc1ccccc1C(=O)NCC(=O)NCCCN1CCOCC1	-3%[11.6 µM]	-13%	.	-6%	-10	-5%
Cc1cc2c(cc1S(=O)(=O)NCCc1ccc(Cl)cc1)OCC(=O)N2	16%	-21%	1%	-12%	-15	-18%
CCOc1ccc(NC(=O)CN(C)C(=O)c2ccc(NC3CC3)c([N+](=O)[O-])c2)cc1OCC	-13%	42%	.	-1%	11	-16%
CCOCCCNC(=O)N[C@H](C(=O)OC)C(C)CC (stereo partly specified)	-2%	-1%	5%	16%	0	5%
CCNc1nc(N)nc(Oc2ccc(OCCOc3ccc(Cl)cc3Cl)nn2)n1	-3%	53%	-1%	1%	-10	?

Part of the list above, set out differently.
structure: COc1ccc(/C=C(\NC(=O)c2ccccc2)C(=O)OC[C@@H]2CCC[N+]3(C)CCCCC23)cc1OC (stereo partly specified)
  AMA1-RON2 inh: 0%
  AmpC inh no detg: -22%
  FBPA Giardia inh: 1%
  Sm TGR inh: -3%
  HCMV antiviral: -19
  AmpC detergent: ?

structure: CC(=O)N1CCN(C(=O)c2cccc(S(=O)(=O)N3CCN(c4ccccc4)CC3)c2)CC1
  AMA1-RON2 inh: -8%
  AmpC inh no detg: 34%
  FBPA Giardia inh: .
  Sm TGR inh: -1%
  HCMV antiviral: -37
  AmpC detergent: -2%

structure: COC(=O)C1=C(c2ccc(F)cc2F)C[C@@H]2CC[C@H]1N2C(=O)N1CCOCC1
  AMA1-RON2 inh: 8%
  AmpC inh no detg: 16%
  FBPA Giardia inh: .
  Sm TGR inh: -8%
  HCMV antiviral: 9
  AmpC detergent: -5%

structure: C(=N\Nc1ncnc2sc3c(c12)CCC3)/c1cccs1
  AMA1-RON2 inh: .
  AmpC inh no detg: -3%
  FBPA Giardia inh: 2%
  Sm TGR inh: 9%
  HCMV antiviral: -102*
  AmpC detergent: 3%

Screening results from PubChem BioAssay.
